GALK inh: inhibitors of human galactokinase | P51570 | Purified GALK, Kinase-Glo residual ATP luminescence | Potency, µM (series often up to 57.5 µM), for the others: top-dose activity change, negative = inhibition, most hits filed as inhibitors | 0.007% of 270,000 active; further: potency means the concentration at half of the fitted maximal effect; on the % scale 0 is the no-effect control and ±100 the full control effect
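Luminescence from leftover ATP (Ultra-Glo luciferase/luciferin) served as read-out after a 1 h room-temperature reaction of 5 nM GALK with 35 uM ATP and 100 uM galactose.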
AT treatment: potential ataxia-telangiectasia treatment. […] A-T fibroblasts, KAP-1 phosphorylation AlphaLISA; neocarzinostatin DNA damage 30 min before lysis. Potency, µM (series often up to 57.5 µM), without a hit: at the top dose activation, usual class: activators. 0.19% of 320,000 active; further: potency means the concentration at half of the fitted maximal effect; % of control where 0% means no effect; nearly all actives have a fitted effect of over 45% in size
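ATM-like activity read as KAP-1 phosphorylation via AlphaLISA donor/acceptor antibody pairs after lysis and 6 hr at 25C. Cells were ATM-null patient fibroblasts ([…], hTERT), dosed 60 min, then exposed to the DSB inducer NCS for 30 min.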
TRPV1 ag: activates the human vanilloid receptor TRPV1. TRPV1-expressing cells, Fluo-8 calcium influx, agonist mode. activation, % at 8.33 µM. 0.19% of 320,000 active; in the data active means activation above about 80%; inconclusive means between about 30% and that limit; further: 0% is about no effect
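Cells expressing TRPV1 were dye-loaded with Fluo-8 and read kinetically: 10 s baseline, 3 min after compound (agonist portion), then 2 min after EC20 capsaicin (allosteric enhancer portion). Calcium-bound dye fluorescence at 480/520 nm.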
CXXC DNA block: inhibitors of human MLL CXXC domain-DNA interaction; Q03164; MLL-CXXC / FITC-HOXA9 DNA fluorescence polarization; Potency, µM (doses to about 115 µM), for inactives: at the top dose activity change, negative = inhibition, most hits filed as inhibitors; 0.037% of 290,000 active; AID 2662; active means well fitted inhibition curve with a large enough effect in the polarisation, with a control signal flat, not every such curve was filed as active; inconclusive means small, poorly fitted or top-dose-only effect, or effect the other way, or a change in a side signal; inactive means no such curve, though single readings can be large or run the other way; the % refers to the polarisation; further: potency means the concentration at half of the fitted maximal effect
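Fluorescence polarization: 7 uM MLL-CXXC (stock) preincubated 5 min with compounds, then 50 nM fluorescein-HOX-A9 DNA (stock) added; 30 min ambient. Buffer 50 mM Tris-HCl pH 7.5, 50 mM NaCl, 1 mM DTT, 0.05% BSA.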
KCNH2 WT inh: inhibitors of human wildtype KCNH2 potassium channel; 0.37% of 340,000 active; U2OS, BacMam KCNH2, thallium flux FluxOr; stronger effect = lower value; Q12809; AID 720551; activity change, % at 1.84 µM;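 active means maximum activity change below -70%; inconclusive means maximum activity change between -70% and -50%; inactive means maximum activity change above -50%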; further: on the % scale 0 is the no-effect control and ±100 the full control effect
Target sequence (Q12809 whole entry, looked up): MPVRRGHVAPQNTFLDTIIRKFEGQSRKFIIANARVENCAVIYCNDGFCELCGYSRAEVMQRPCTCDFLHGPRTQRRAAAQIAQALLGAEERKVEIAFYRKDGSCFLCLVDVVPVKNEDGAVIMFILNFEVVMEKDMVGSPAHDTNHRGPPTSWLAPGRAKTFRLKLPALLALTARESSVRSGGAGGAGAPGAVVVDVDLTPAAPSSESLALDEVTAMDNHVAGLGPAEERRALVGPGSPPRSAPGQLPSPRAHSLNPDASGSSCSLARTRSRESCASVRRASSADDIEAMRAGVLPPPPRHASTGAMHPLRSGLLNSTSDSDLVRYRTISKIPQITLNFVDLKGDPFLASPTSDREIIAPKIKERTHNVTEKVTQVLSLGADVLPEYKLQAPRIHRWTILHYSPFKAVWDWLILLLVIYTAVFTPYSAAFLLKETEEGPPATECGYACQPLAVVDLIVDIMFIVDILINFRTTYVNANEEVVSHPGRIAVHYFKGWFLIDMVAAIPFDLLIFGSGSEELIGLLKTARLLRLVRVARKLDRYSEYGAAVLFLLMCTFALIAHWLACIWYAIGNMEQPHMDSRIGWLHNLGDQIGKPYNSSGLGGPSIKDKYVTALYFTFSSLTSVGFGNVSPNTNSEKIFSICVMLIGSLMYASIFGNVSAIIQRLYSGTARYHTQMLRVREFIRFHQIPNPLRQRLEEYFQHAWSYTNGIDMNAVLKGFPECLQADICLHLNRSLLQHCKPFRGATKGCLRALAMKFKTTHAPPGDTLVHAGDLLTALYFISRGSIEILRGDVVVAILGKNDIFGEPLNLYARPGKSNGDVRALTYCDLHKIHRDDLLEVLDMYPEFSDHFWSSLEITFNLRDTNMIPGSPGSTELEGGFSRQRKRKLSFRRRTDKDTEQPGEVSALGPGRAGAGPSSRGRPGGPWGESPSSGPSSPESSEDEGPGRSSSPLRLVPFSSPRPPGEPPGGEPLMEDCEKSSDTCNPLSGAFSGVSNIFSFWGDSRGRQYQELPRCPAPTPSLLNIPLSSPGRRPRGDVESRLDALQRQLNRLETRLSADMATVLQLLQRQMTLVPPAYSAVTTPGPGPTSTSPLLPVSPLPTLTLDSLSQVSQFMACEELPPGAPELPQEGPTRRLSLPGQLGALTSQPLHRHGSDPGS
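U2OS cells transduced with wild-type KCNH2 virus are loaded with FluxOr dye for 45 min, and thallium flux is measured in kinetic reads before and after stimulation buffer. Rate constants are normalized to DMSO controls.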
Coupling enz: inhibits coupling enzyme system, counter-screen for aldolase hits; coupling enzyme system counterscreen, AmpLite Red fluorescence; activity change, negative = inhibition, % at 58.2 µM, hits read low; 0.67% of 290,000 active; AID 2472; in the data active means activity change below about -30%; further: on the % scale 0 is the no-effect control and ±100 the full control effect
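Compounds tested against the coupling enzymes alone at 57.5 uM final; readout was AmpLite Red fluorescence (525/598 nm) after 20 min at RT.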
ASM inhibitor: human S-ASM enzyme inhibition; P17405; placental ASM, HMU-PC fluorogenic substrate, 60 min; Potency, µM (titrated, usually from 57.5 µM), inactives show top-dose activity change, negative = inhibition, hits mostly inhibitors; 0.006% of 340,000 active; AID 504937; further: potency means the concentration at half of the fitted maximal effect
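qHTS format. ASM enzyme prepared from human placenta hydrolyses the fluorogenic substrate HMU-PC0 (9 uM final) over 60 min at 37 °C after a 10 min compound preincubation.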
MBNL1-CUG inh: inhibitors of human MBNL1 binding to CUG repeat RNA. Potency, µM (series often up to 57.5 µM), inactives show top-dose activity change, negative = inhibition, most hits filed as inhibitors. 0.036% of 280,000 active. Q9NR56. AID 2675. TR-FRET MBNL1-His/biotin-(CUG)12 binding, 665/545 ratio; active means well fitted inhibition curve with a large enough effect in the signal ratio, with a control signal flat, not every such curve was filed as active; inconclusive means small, poorly fitted or top-dose-only effect, or effect the other way, or a change in a side signal; inactive means no such curve, though single readings can be large or run the other way; the % refers to the signal ratio; further: potency means the concentration at half of the fitted maximal effect; on the % scale 0 is the no-effect control and ±100 the full control effect
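TR-FRET between His-tagged MBNL1 and biotin-(CUG)12 RNA, detected with Tb anti-His antibody (0.055 ng/ul) and streptavidin-XL665 (5 nM), 60 min at room temperature. Compounds titrated 92 nM to 58 uM; 665/545 nm ratio normalized to buffer and complex controls.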
a7 integrin act: activators of alpha7 integrin expression for muscular dystrophy; Potency, µM (top dose mostly 38.3 µM), without a hit: at the top dose activation, actives largely listed as activators; 0.064% of 350,000 active; alpha7betagal myoblasts, beta-gal FDG fluorescence, 48 h; AID 624291;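 further: potency means the concentration at half of the fitted maximal effect; 100% = response of the positive control SU9516; nearly all actives have a fitted effect of over 60% in size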
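alpha7betagal+/- myoblasts (passage 13, 250/well) treated 48 h at 37C with compounds at 1:260 dilution of DMSO stock. Lysed, then beta-galactosidase activity read as FDG fluorescence (ex 480/em 540) after 30 min, with pre-read for autofluorescence.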
KCNH2 3.1 inh: KCNH2 3.1 (human) potassium channel inhibition. U2OS KCNH2 3.1, thallium flux FluxOr; stronger effect = lower value. activity change, % (tested at about 1.8 µM). 0.95% of 340,000 active. AID 720553;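 active means maximum activity change below -70%; inconclusive means maximum activity change from -70% to -50%; inactive means maximum activity change above -50%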;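 further: thallium influx rate constant from kinetic fluorescence after stimulation buffer; on the % scale 0 is the no-effect control and ±100 the full control effect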
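We transduce U2OS cells with the mutant 3.1 virus, culture them overnight, load FluxOr with Red40 quencher for 45 min, then add stimulation buffer and read kinetically for 2 min to derive a normalized rate constant.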
Starred values were filed as active, the others as inactive; [ ] = another dose, or the depositor's remark. Unless noted, the call rests on the fitted dose curve; in most records, active means well fitted curve in the direction sought with a large enough effect; inconclusive means small, poorly fitted or top-dose-only effect, or another doubt; inactive means no such curve, though single readings can be large; an effect the other way counts as inactive or inconclusive.

For Cc1ccc(NS(=O)(=O)c2ccc(C(=O)OCC(=O)NCC3CCCO3)cc2)cc1 (stereo not drawn) the results were GALK inh -3.3%, AT treatment -6.9%, TRPV1 ag -2.6, CXXC DNA block 1.9%, KCNH2 WT inh 4.2, Coupling enz 1.4, ASM inhibitor -0.1%, MBNL1-CUG inh -3.9%, a7 integrin act 13.8% and KCNH2 3.1 inh -3.2.
Screening Cc1ccccc1NC(=O)N1C2CCCC1CC(NC(=O)C(C)(C)C)C2 (stereo not drawn) returned GALK inh 0.9%, TRPV1 ag -2.0, CXXC DNA block -1.4%, KCNH2 WT inh -1.5, Coupling enz -0.1, ASM inhibitor 6.3%, MBNL1-CUG inh -11.6%, a7 integrin act 16.2% and KCNH2 3.1 inh 3.9.
Screening Cc1cccc(-c2nc3c(c(SCC(=O)N(C)C)n2)CCCC3)c1 returned GALK inh -1.3%, AT treatment -1.6%, TRPV1 ag 3.7, CXXC DNA block 5.8%, KCNH2 WT inh -4.0, Coupling enz 0.9, ASM inhibitor -4.6%, MBNL1-CUG inh inconclusive, a7 integrin act 17.7% and KCNH2 3.1 inh 15.5.
For N/C(=N\O)C1COc2ccccc2O1 (stereo not drawn) the results were GALK inh -0.6%, AT treatment 1.2%, TRPV1 ag 0.9, CXXC DNA block -1.1%, KCNH2 WT inh -5.6, Coupling enz -0.6, ASM inhibitor 2.7%, MBNL1-CUG inh 15.6%, a7 integrin act 4.7% and KCNH2 3.1 inh 5.4.
COc1ccc(N(C)C(=O)c2ccc3nc(-c4ccccc4)c(-c4ccccc4)nc3c2)cc1 was read as GALK inh -1.6%, AT treatment -4.1%, TRPV1 ag 0.0, CXXC DNA block 6.7%, KCNH2 WT inh -4.3, Coupling enz -0.9, ASM inhibitor -4.8%, MBNL1-CUG inh 16.7%, a7 integrin act 7.0% and KCNH2 3.1 inh -7.2.
`Cc1cccc(NC(NC(=O)c2cccnc2)C(Cl)(Cl)Cl)c1` (stereo not drawn) gave GALK inh -0.2%, AT treatment 8.3%, CXXC DNA block -4.2%, KCNH2 WT inh 0.2, Coupling enz -1.7, ASM inhibitor -1.2%, MBNL1-CUG inh 4.1%, a7 integrin act -12.3% and KCNH2 3.1 inh -1.5.
Screening O=C(c1nc2ccccc2[nH]1)c1ccccc1[N+](=O)[O-] returned GALK inh 1.9%, AT treatment -3.6%, TRPV1 ag 1.4, CXXC DNA block -5.6%, KCNH2 WT inh -21.8, Coupling enz -4.5, ASM inhibitor -0.4%, MBNL1-CUG inh inconclusive, a7 integrin act 5.0% and KCNH2 3.1 inh 1.4.
`NC(=O)CC(NC(=O)Cc1cccc2ccccc12)c1ccc(NCCc2cccc(F)c2)c([N+](=O)[O-])c1` (stereo not drawn) gave GALK inh -2.7%, AT treatment -13.6%, TRPV1 ag -0.6, CXXC DNA block 30.0%[activator], KCNH2 WT inh -2.4, Coupling enz 0.5, ASM inhibitor -8.0%, MBNL1-CUG inh 4.6%, a7 integrin act 0.0% and KCNH2 3.1 inh -3.4.
For COc1cccc(CSc2nc(N)cc(N)n2)c1 the results were GALK inh 5.1%, AT treatment 4.3%, TRPV1 ag 0.4, CXXC DNA block -13.1%, KCNH2 WT inh 6.0, Coupling enz -1.6, ASM inhibitor -3.6%, MBNL1-CUG inh -0.8%, a7 integrin act -18.5% and KCNH2 3.1 inh -7.6.
Screening O=C(O)Cc1csc(Nc2cccc(Cl)c2)n1 returned GALK inh -0.1%, AT treatment -0.9%, TRPV1 ag 4.2, CXXC DNA block 10.3%, KCNH2 WT inh 3.4, Coupling enz 5.3, ASM inhibitor -3.7%, MBNL1-CUG inh -7.0%, a7 integrin act 4.0% and KCNH2 3.1 inh -0.6.
Screening CC1=NN(C(C)C)C(=O)C1 returned GALK inh -0.4%, AT treatment 3.1%, TRPV1 ag 0.3, CXXC DNA block 0.0%, KCNH2 WT inh -1.2, Coupling enz -1.0, ASM inhibitor 2.2%, MBNL1-CUG inh -4.1%, a7 integrin act -12.2% and KCNH2 3.1 inh 13.4.
`Oc1ccccc1OCCOc1ccccc1OCCOc1ccccc1O` gave GALK inh -1.6%, AT treatment -8.5%, TRPV1 ag -3.1, CXXC DNA block 6.8%, KCNH2 WT inh -3.0, Coupling enz -2.5, ASM inhibitor -1.6%, MBNL1-CUG inh 11.3%, a7 integrin act 10.1% and KCNH2 3.1 inh -9.7.
Screening CCOC(=O)c1cccc(NC(=O)C2CCCN(S(=O)(=O)c3cnc[nH]3)C2)c1 (stereo not drawn) returned GALK inh 0.4%, AT treatment -6.3%, TRPV1 ag -4.1, CXXC DNA block -18.0%, KCNH2 WT inh -4.8, Coupling enz -0.9, ASM inhibitor -0.3%, MBNL1-CUG inh 4.1%, a7 integrin act 23.7% and KCNH2 3.1 inh -12.3.
Screening CC1(C)Cc2nc3sc4c(=O)n(CC(N)=O)cnc4c3cc2CO1 returned GALK inh 1.8%, AT treatment 3.4%, TRPV1 ag -2.0, CXXC DNA block -6.6%, KCNH2 WT inh -6.3, Coupling enz 0.1, ASM inhibitor 3.3%, MBNL1-CUG inh -15.5%, a7 integrin act -3.8% and KCNH2 3.1 inh -3.2.
`CCCCc1cc(=O)oc2cc(OC(C)C(=O)NCCN3CCOCC3)c(Cl)cc12` (stereo not drawn) gave GALK inh 6.4%, AT treatment -3.3%, TRPV1 ag -0.3, CXXC DNA block 1.9%, KCNH2 WT inh 4.2, Coupling enz -0.7, ASM inhibitor 1.0%, MBNL1-CUG inh -3.5%, a7 integrin act -9.3% and KCNH2 3.1 inh 6.1.
`O=C(O)CC(C(=O)Nc1ccc(Cl)cc1)N1CCCCCC1` (stereo not drawn) gave GALK inh -5.4%, AT treatment 2.4%, TRPV1 ag -0.8, CXXC DNA block -2.5%, KCNH2 WT inh -4.9, Coupling enz -2.2, ASM inhibitor 2.8%, MBNL1-CUG inh 5.0%, a7 integrin act -13.7% and KCNH2 3.1 inh -2.1.
Screening CC(=O)c1ccc(OCC(=O)Nc2ccc3nc(C)sc3c2)cc1 returned GALK inh 12.7%, AT treatment -1.3%, TRPV1 ag 1.2, CXXC DNA block 5.3%, KCNH2 WT inh 0.6, Coupling enz 2.8, ASM inhibitor -1.7%, MBNL1-CUG inh -5.3%, a7 integrin act -3.0% and KCNH2 3.1 inh 4.7.
O=c1[nH]c(SCc2ccccc2)nc2[nH]ncc12 was read as GALK inh 0.7%, AT treatment -3.9%, TRPV1 ag 1.8, CXXC DNA block -0.6%, KCNH2 WT inh -5.1, Coupling enz 0.1, ASM inhibitor -2.7%, MBNL1-CUG inh -3.0%, a7 integrin act 0.0% and KCNH2 3.1 inh -3.7.
For CCOC(=O)c1ccc(N2CCN(c3ccc(F)cc3)CC2)c(NC(=O)Nc2cccc(OC)c2)c1 the results were GALK inh 0.9%, AT treatment -2.4%, TRPV1 ag -1.3, CXXC DNA block -0.8%, KCNH2 WT inh 8.1, Coupling enz 0.1, ASM inhibitor -10.7%, a7 integrin act -16.1% and KCNH2 3.1 inh -8.2.
`Cc1ccsc1CN(C)CC(=O)Nc1ccccc1C(=O)NC1CC1` gave AT treatment 10.5%, KCNH2 WT inh -0.9, ASM inhibitor 112.3%[activator], a7 integrin act 7.9% and KCNH2 3.1 inh -15.8.
Cc1ccc(C(=O)NNC(=O)CCC(=O)NCc2ccccc2)cc1Br was read as GALK inh -0.7%, AT treatment -0.8%, TRPV1 ag 0.5, CXXC DNA block 0.5%, KCNH2 WT inh 10.4, ASM inhibitor -0.4%, MBNL1-CUG inh -3.3%, a7 integrin act -5.3% and KCNH2 3.1 inh 16.2.
For CCCC1=C(C(=O)OCC)C(c2sccc2C)n2ncnc2N1 (stereo not drawn) the results were AT treatment -0.7%, TRPV1 ag 29.6, CXXC DNA block 0.2%, KCNH2 WT inh -3.2, Coupling enz -1.2, ASM inhibitor 13.1%, MBNL1-CUG inh 3.4%, a7 integrin act 18.5% and KCNH2 3.1 inh 5.1.
For Cc1ccc(SCC(=O)OCC(=O)N(C)C2CCS(=O)(=O)C2)cc1C (stereo not drawn) the results were AT treatment 9.5%, TRPV1 ag -0.3, KCNH2 WT inh -0.3, ASM inhibitor -0.8%, a7 integrin act inconclusive and KCNH2 3.1 inh -2.5.
Screening CCOc1ccc2nc(Cl)c(C3CC(c4ccco4)=NN3S(C)(=O)=O)cc2c1 (stereo not drawn) returned GALK inh 5.2%, AT treatment 9.2%, TRPV1 ag -0.9, CXXC DNA block 17.1%, KCNH2 WT inh -0.5, Coupling enz -2.2, ASM inhibitor -1.2%, a7 integrin act -12.3% and KCNH2 3.1 inh -11.6.
COc1cccc(/C=N/NC(=S)NCCc2ccccc2)c1 was read as GALK inh 3.3%, AT treatment -0.7%, TRPV1 ag 0.0, CXXC DNA block -1.9%, KCNH2 WT inh -1.1, Coupling enz 2.3, ASM inhibitor -21.3%, MBNL1-CUG inh -3.7%, a7 integrin act -0.7% and KCNH2 3.1 inh -1.8.
Screening O=[N+]([O-])c1cccc(-c2cn3nc(-c4ccccc4)c(-c4ccccc4)nc3n2)c1 returned AT treatment 2.2%, TRPV1 ag 0.7, CXXC DNA block 39.8µM*, KCNH2 WT inh -2.2, Coupling enz 0.9, ASM inhibitor 317.4%[activator], MBNL1-CUG inh -9.3%, a7 integrin act 18.2% and KCNH2 3.1 inh -12.6.
